Jurkat NFkB inh = inhibitors of induced NF-kB luciferase reporter, primary screen, TCR NF-kB activation inhibitor project, cell-based, luminescence, uHTS; inhibition, % at 4 µM; AID 435003, 2010; 330,000 tested, 0.53% active; Jurkat, PMA/ionomycin-induced NF-kB luciferase reporter; in the data active means inhibition above about 50%
tim10-1 inh = growth inhibitors of tim10-1 mutant yeast, primary screen, luminescence, uHTS. inhibition, % at 20 µM. AID 463190, 2010. S. cerevisiae tim10-1 ts strain growth, BacTiter-Glo, 24 h. 330,000 tested, 2.2% active;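 active means inhibition of at least 40%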;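 further: mutant grown at 25 °C; 0% = DMSO wells with yeast and 100% = wells holding no yeast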
Mdm2 MdmX PPI = inhibitors of human Mdm2-MdmX association, primary screen, cell-based, luminescence, split luciferase, SaOS-2, uHTS | Protein Mdm4 (Homo sapiens) + E3 ubiquitin-protein ligase Mdm2 (Homo sapiens), … | SaOS-2 split-luciferase Mdm2/MdmX complementation | inhibition, % at 8 µM | 330,000 tested, 3% active;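 active means inhibition of at least 50% at 8 µM in the primary screen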
Target sequence (O15151 whole entry, looked up): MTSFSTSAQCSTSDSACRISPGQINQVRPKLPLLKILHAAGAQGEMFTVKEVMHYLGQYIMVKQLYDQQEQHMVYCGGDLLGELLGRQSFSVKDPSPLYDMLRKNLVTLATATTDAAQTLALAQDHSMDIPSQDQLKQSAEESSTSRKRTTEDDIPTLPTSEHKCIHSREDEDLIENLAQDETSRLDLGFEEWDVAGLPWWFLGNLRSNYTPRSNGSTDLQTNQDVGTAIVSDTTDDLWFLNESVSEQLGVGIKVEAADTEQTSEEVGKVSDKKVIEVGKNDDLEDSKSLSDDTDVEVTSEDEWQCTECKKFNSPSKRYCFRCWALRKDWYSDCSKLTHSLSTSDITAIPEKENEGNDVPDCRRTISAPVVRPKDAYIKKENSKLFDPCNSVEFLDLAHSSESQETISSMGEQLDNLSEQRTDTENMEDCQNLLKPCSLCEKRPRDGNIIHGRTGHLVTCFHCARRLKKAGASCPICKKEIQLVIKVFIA
Target sequence (Q00987 whole entry, looked up): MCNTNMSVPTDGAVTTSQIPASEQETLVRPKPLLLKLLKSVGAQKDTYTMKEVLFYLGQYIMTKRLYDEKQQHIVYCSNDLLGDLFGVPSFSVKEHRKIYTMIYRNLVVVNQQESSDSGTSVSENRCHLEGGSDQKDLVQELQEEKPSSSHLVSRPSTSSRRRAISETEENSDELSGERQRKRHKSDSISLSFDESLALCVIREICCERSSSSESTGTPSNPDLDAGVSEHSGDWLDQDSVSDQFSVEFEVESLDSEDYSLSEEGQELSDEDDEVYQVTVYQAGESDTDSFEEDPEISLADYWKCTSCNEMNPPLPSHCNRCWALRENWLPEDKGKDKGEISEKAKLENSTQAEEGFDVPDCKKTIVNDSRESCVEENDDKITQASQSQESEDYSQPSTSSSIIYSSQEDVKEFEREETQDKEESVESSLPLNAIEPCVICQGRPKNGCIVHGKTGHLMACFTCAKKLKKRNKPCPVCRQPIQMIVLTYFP
tim23-1 inh = growth inhibitors of tim23-1 mutant yeast, primary screen, luminescence, uHTS. S. cerevisiae tim23-1 growth, BacTiter-Glo luminescence, 24 h. inhibition, % at 20 µM. 330,000 tested, 1.3% active. AID 463212, 2010;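 active means growth inhibition of the mutant yeast at or above 50%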;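 further: temperature-sensitive mutant grown at 25 °C; plate controls were DMSO-treated mutant yeast for no effect and medium wells lacking yeast for full effect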
UPR XBP1 act = activators of adaptive XBP1 UPR arm, primary screen, cell-based, CHO-XBP1 luciferase reporter, luminescence, uHTS. IRE1-XBP1 UPR activation; percent of tunicamycin response, DMSO as zero. activation, % at 20 µM. 330,000 tested, 0.33% active. AID 463104, 2010;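 active means versus positive control, 20 µM dose yields 30% or more activation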;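 further: 100% = tunicamycin at 10 µg/mL and 0% = DMSO only wells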
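Material: CHO cell line with stable XBP1 luciferase reporter; buffer or medium: F12 medium containing 10% fetal bovine serum; compound: single point, 20 µM final compound, 1% DMSO; incubation: 6 h treatment, 37 °C; measured by: glow luminescence from Steady-Glo reagent; evaluation: activation, % of tunicamycin; control set: tunicamycin high, DMSO low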
697 NFkB inh = inhibitors of PMA/ionomycin-induced NF-kB reporter, 697 cells, primary screen, B-cell NF-kB inhibitor project, cell-based, luminescence, uHTS | 697 B-cell NF-kB luciferase reporter, 16 h | inhibition, % at 4 µM | 330,000 tested, 0.33% active | AID 435022, 2010; in the data active means inhibition above about 35%
TIM10 inh = growth inhibitors of isogenic TIM10 control yeast, primary screen, counter-screen for tim10-1 yeast inhibitor project, luminescence, uHTS; inhibition, % at 10 µM; 330,000 tested, 1.4% active; AID 463195, 2010; S. cerevisiae TIM10 strain growth, BacTiter-Glo luminescence, 24 h;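 active means inhibition of 40% or more at the single tested concentration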;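 further: wild-type TIM10 isogenic control strain grown at permissive 25 °C; 0% = DMSO yeast wells and 100% = minimal medium wells without yeast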
CHOP UPR activ = activators of apoptotic CHOP UPR arm, primary screen, cell-based, CHO-CHOP luciferase reporter, luminescence, uHTS; activation, % at 10 µM; AID 449763, 2010; UPR activation; percent of tunicamycin response over DMSO baseline; 330,000 tested, 0.34% active;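 active means at 10 µM dose, activation of 40% or more, normalized to positive control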;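 further: 100% = tunicamycin at 10 µg/mL and 0% = DMSO alone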
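measured by = luciferase luminescence | assay system = CHO-CHOP cells, stable luciferase reporter of PERK-eIF2a-CHOP signalling | amount = 500 reporter cells seeded per well | timing = 6 h compound exposure at 37 °C after overnight seeding | controls = positive tunicamycin 10 µg/mL, negative DMSO alone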
The depositor's hits bear a star; . = no result given.

Structure,Jurkat NFkB inh,tim10-1 inh,Mdm2 MdmX PPI,tim23-1 inh,UPR XBP1 act,697 NFkB inh,TIM10 inh,CHOP UPR activ
O=C(Nc1ccc(/C=C/c2nc3ccccc3o2)cc1)c1cccc(C(F)(F)F)c1,-2,7,24,14,12,-327,1,3.2
O=C1c2ccccc2[C@@H]2C[C@@H](O)[C@H](Nc3ccccc3)CCN12,.,2,27,9,4,14,-17,3.1
O=C(Nc1ccc(-c2cn3ccsc3n2)cc1)C1CCCC1,-143,26,-149,57*,-2,-41,59*,1.5
CCC(C)C1C(C#N)=C(N)Oc2n[nH]c(C)c21 (stereo not drawn),-3,11,27,6,-1,8,1,-1.4
COc1cccc(C(=O)C2CCCN(Cc3cccc(-n4nc(C)cc4C)c3)C2)c1 (stereo not drawn),9,25,23,17,-3,5,20,0.4
COCCNC(=S)N/N=C/c1ccc(OCc2ccc(C(=O)OC)cc2)c(OC)c1,2,14,11,-2,1,-11,7,2.4
Cc1cc2cccc(C)c2nc1SCC(=O)NNC(=O)c1ccco1,-2,13,-13,9,-3,0,12,-0.7
O=c1c2ccccc2oc2nc(-c3cccs3)n(CCc3ccccc3)c(=O)c12,-39,21,6,8,-1,-14,21,5.9
CCCNC(=O)CCc1c(C)nc2c(c(C)nn2-c2ccc(C)cc2)c1C,-12,33,25,30,0,-1,13,-0.6
CCOc1ccc(C(=O)NCC(=O)N2CCN(c3ccc(C(F)(F)F)cn3)CC2)cc1,3,-5,25,2,-3,2,5,-3.0
COc1ccc(OC)c(NC(=O)C(CCSC)NS(=O)(=O)c2cccs2)c1 (stereo not drawn),4,2,-5,17,2,11,-12,-1.2
Cc1ccc(S(=O)(=O)NCCC(=O)NCC(=O)Nc2c(C)cccc2C)cc1C,-1,6,-4,16,0,22,-4,0.5
O=C(Cc1ccccc1)Nn1cnc2ccccc21,-5,9,12,13,3,-2,12,-0.9
CCn1c(C)[n+](CCOCC[n+]2c(C)n(CC)c3cc(Cl)c(Cl)cc32)c2cc(Cl)c(Cl)cc21,-21,-14,-7,0,8,-31,-13,-1.1
CN(C)c1ccc(NC(=O)CSc2nc3ccccc3c(=O)n2C2CCCCC2)cc1,-46,24,39,34,-2,-65,31,1.7
Cc1ccc(C)c(C2NC(=O)c3ccccc3N2)c1 (stereo not drawn),47,5,50*,16,1,-29,15,2.0
COc1ccc(-c2[nH]c(-c3cccc(OC)c3)nc2SCC(=O)NCc2ccco2)cc1,-20,27,9,13,-4,3,11,-0.2
Cc1nc(C(=O)NNC(=O)Nc2ccccc2)cs1,-3,-2,17,10,2,1,13,-0.4
NC1=NC(=O)/C(=C/c2cc(Br)c(O)c(Br)c2)S1,-6,5,12,9,1,7,-4,-2.5
COc1ccc([C@H]2[C@H](C(=O)OC(C)(C)C)N3N=Cc4ccccc4C3C23C(=O)c2ccccc2C3=O)c(OC)c1 (stereo partly drawn),6,10,-5,31,-4,3,15,-1.9
CC1(C)NC(=O)N(CC(=O)OCC(=O)Nc2cccc(S(N)(=O)=O)c2)C1=O,-11,-9,20,10,-2,5,-3,-3.3
COc1ccc(N2CCN(Cc3cc(=O)oc4ccc5ccccc5c34)CC2)cc1,20,27,-11,17,-1,6,25,1.2
O=C(NC1CCCCC1NC(=O)c1ccco1)c1ccco1 (stereo not drawn),-1,-3,21,-6,2,-1,-8,-2.5
CC1CCN(Cc2cc(=O)oc3cc4c(cc23)CCCC4)CC1,-3,12,5,28,4,-11,9,2.6
O=c1cc[nH]c2ccc(Cl)cc12,-12,-12,7,0,2,0,0,1.2
O=C(CN1CCCCC1)N1c2ccccc2Sc2ccc(C(F)(F)F)cc21,-8,20,-11,6,-2,-13,14,0.2
O=S(=O)(c1ccc(Br)cc1Cl)N1CCN(CCO)CC1,7,0,-29,-9,1,13,-1,-1.6
CC1CCCC(C)N1CC(O)COCC1COc2ccccc2O1 (stereo not drawn),-5,10,16,1,1,-13,-3,-2.0
Cc1ccccc1Nc1nc(N)nc(COC(=O)C(NC(=O)c2ccco2)C(C)C)n1 (stereo not drawn),0,20,34,0,1,15,6,0.0
COc1ccc(CCNC(=O)Cn2cc(C(F)(F)F)cc(Cl)c2=O)cc1OC,10,6,11,-8,-2,-12,0,-0.1
Cc1ccc(S(=O)(=O)NC(=O)c2cc(C)n(C3CC3)c2C)cc1,-10,-4,-17,5,-2,9,-33,-0.4
Cn1ccnc1C(=O)Cc1ccc([N+](=O)[O-])cc1,-13,13,28,23,-1,-20,18,-1.3
Cc1ccc(Cl)cc1NC(=O)CN1CCOCC1,-4,-5,21,15,1,14,10,2.5
C[n+]1ccccc1C1CCCC/C1=N\Nc1ccc([N+](=O)[O-])cc1[N+](=O)[O-] (stereo not drawn),-7,28,8,1,-2,-10,27,2.5
CC(C)CSc1nnc2c(n1)[nH]c1ccccc12,-128,0,-13,-6,-3,-311,0,-0.4
Nc1ccc2nc(-c3ccccn3)[nH]c2c1,-30,5,-11,10,-3,-28,1,4.9
CC(=O)c1c(C)[nH]c(C(=O)CN2C(=O)NC3(CCCCC3)C2=O)c1C,-15,-10,27,15,1,11,-2,0.6
CC(=O)c1ccc(N2CCN(C(=O)CCNC(=O)Cn3ccc4ccccc4c3=O)CC2)cc1,4,21,6,24,-5,-7,-10,-0.3
CCOc1ccc(S(=O)(=O)N2CCN(C(=O)c3cc4ccccc4o3)CC2)cc1,5,17,22,43,0,21,19,-1.4
O=C(Cn1nnc(-c2ccccc2F)n1)Nc1ccc2c(c1)OCO2,2,-18,3,12,-3,27,-14,5.5
COc1ccc(Cn2c(C)c(C)c(C#N)c2NC(=O)Nc2cccc(Cl)c2)cc1,-5,24,3,-14,13,5,-5,1.2
CC1CCCCC12NC(=O)N(CC(=O)N1CCN(C(=O)c3ccco3)CC1)C2=O (stereo not drawn),-18,-3,11,-4,-3,16,10,-0.2
COCCN1CCN(C(=O)C2CCC(=O)N(CCc3ccc(Cl)cc3)C2)CC1 (stereo not drawn),5,-3,-17,7,-7,-12,14,2.8
COc1ccc(C(=O)n2nc(-c3ccc(C)cc3)nc2N)cc1OC,1,16,12,-12,1,7,12,-1.4
O=C(O)c1nn(CC(=O)N2CCN(c3ccccc3)CC2)c(=O)c2ccccc12,4,20,14,13,1,1,6,-0.5
COc1ccccc1/C=C/c1nc(C#N)c(N(C)C)o1,-79,-5,-205,3,5,-124,1,7.3
CCN(CC)Cc1c(C(=O)N/N=C/c2ccccn2)nnn1-c1nonc1N,7,-7,15,-2,-4,10,-6,0.0
O=C(NNC(=S)NC(=O)c1ccc(F)cc1)c1cccnc1,3,-4,15,-7,2,10,-5,0.6
COc1ccccc1NC(=O)CCc1c(C)[nH]c(=O)c(C#N)c1C,0,-4,9,-15,-4,-2,-11,4.5
CN(C)S(=O)(=O)c1ccc(NC(=O)N2CCOCC2)cc1,0,-9,-5,4,0,8,-4,-2.5

Sorted by the number under Mdm2 MdmX PPI (highest first): three of the compounds above
compound | Jurkat NFkB inh | Mdm2 MdmX PPI | UPR XBP1 act | 697 NFkB inh
COc1ccc(CCNC(=O)Cn2cc(C(F)(F)F)cc(Cl)c2=O)cc1OC | 10 | 11 | -2 | -12
C[n+]1ccccc1C1CCCC/C1=N\Nc1ccc([N+](=O)[O-])cc1[N+](=O)[O-] (stereo not drawn) | -7 | 8 | -2 | -10
O=C(CN1CCCCC1)N1c2ccccc2Sc2ccc(C(F)(F)F)cc21 | -8 | -11 | -2 | -13

The list goes on:
Structure,Jurkat NFkB inh,tim10-1 inh,Mdm2 MdmX PPI,tim23-1 inh,UPR XBP1 act,697 NFkB inh,TIM10 inh,CHOP UPR activ
O=C(Nc1ccccc1-c1ccccc1)C1CCCN(c2ncccn2)C1 (stereo not drawn),-10,-2,-6,0,2,-2,17,1.7
Nn1c(SCC(=O)Nc2cccc(Br)c2)nnc1C1CC1,1,0,10,-4,-3,17,1,-0.9
Cc1ccc(Nc2nc(Cl)c(C=O)s2)cc1Cl,-23,25,17,67*,7,28,39,4.0
OCC1CCCCN1CC(O)COC(c1ccc(F)cc1)c1ccc(F)cc1 (stereo not drawn),2,23,-36,14,-2,-10,-3,-1.7
COc1ccc(CN(C(=O)c2cnccn2)C(C(=O)NC(C)(C)C)c2cc(OC)c(OC)c(OC)c2)cc1 (stereo not drawn),17,11,10,2,-1,15,11,-0.7
Cc1cc(C(F)(F)F)nn1Cc1ccc(C(=O)NCc2ccco2)o1,12,23,15,16,-1,-19,15,1.0
O=C(OCc1cncs1)c1cccs1,-8,-8,3,5,3,1,-15,1.3
NS(=O)(=O)c1ccc(CCNC(=O)c2ccco2)cc1,-9,13,7,16,-1,11,-3,0.9
COC(=O)c1cc(S(=O)(=O)NCCc2ccc(C)cc2)c[nH]1,5,-7,16,1,1,1,2,2.0
COc1ccc(NC(=O)c2ccccc2-c2ccc(C(F)(F)F)cc2)cc1S(=O)(=O)N1CCOCC1,-7,-1,16,-1,-3,-7,-4,-1.1

Shown as a hit in Mdm2 MdmX PPI, among the entries above:
Compound,Jurkat NFkB inh,Mdm2 MdmX PPI,UPR XBP1 act,697 NFkB inh
Cc1ccc(C)c(C2NC(=O)c3ccccc3N2)c1 (stereo not drawn),47,50*,1,-29

By substructure, the compounds so far containing fluorine
Structure,Jurkat NFkB inh,tim10-1 inh,Mdm2 MdmX PPI,tim23-1 inh,UPR XBP1 act,697 NFkB inh,TIM10 inh,CHOP UPR activ
O=C(Nc1ccc(/C=C/c2nc3ccccc3o2)cc1)c1cccc(C(F)(F)F)c1,-2,7,24,14,12,-327,1,3.2
CCOc1ccc(C(=O)NCC(=O)N2CCN(c3ccc(C(F)(F)F)cn3)CC2)cc1,3,-5,25,2,-3,2,5,-3.0
O=C(CN1CCCCC1)N1c2ccccc2Sc2ccc(C(F)(F)F)cc21,-8,20,-11,6,-2,-13,14,0.2
COc1ccc(CCNC(=O)Cn2cc(C(F)(F)F)cc(Cl)c2=O)cc1OC,10,6,11,-8,-2,-12,0,-0.1
O=C(Cn1nnc(-c2ccccc2F)n1)Nc1ccc2c(c1)OCO2,2,-18,3,12,-3,27,-14,5.5
O=C(NNC(=S)NC(=O)c1ccc(F)cc1)c1cccnc1,3,-4,15,-7,2,10,-5,0.6
OCC1CCCCN1CC(O)COC(c1ccc(F)cc1)c1ccc(F)cc1 (stereo not drawn),2,23,-36,14,-2,-10,-3,-1.7
Cc1cc(C(F)(F)F)nn1Cc1ccc(C(=O)NCc2ccco2)o1,12,23,15,16,-1,-19,15,1.0
COc1ccc(NC(=O)c2ccccc2-c2ccc(C(F)(F)F)cc2)cc1S(=O)(=O)N1CCOCC1,-7,-1,16,-1,-3,-7,-4,-1.1

Screens: PubChem, Sanford-Burnham Center for Chemical Genomics

Rows are unselected; overall some 6.6% were active at least once.
